HTT cytoprotect – Huntington cell model cytoprotection by ATP luminescence | PC12 HTT-Q103 induced, cytoprotection, ATP luminescence, 40 h | Potency, µM (top dose mostly 56.4 µM), inactives show cytoprotection (ATP increase), actives largely listed as activators | actives 0.14% (n = 230,000) | AID 1471;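 further: % of control where 0% means no effect; nearly all actives have a fitted effect of over 45% in size; toxic huntingtin expression switched on by the ecdysone agonist tebufenozide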
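Compounds were screened for protection of PC12 cells against cell death after tebufenozide induction (100 nM final) of mutant Huntingtin exon 1 (Q103) fused to GFP.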
Tau fluor counter – counter-screen for tau fibril formation inhibitors | tau K18 P301L Alexa594 fluorescence, heparin fibrillization | Potency, µM (top dose mostly 57.7 µM), for the others: at the highest dose activity change, negative = decrease | actives 0.93% (n = 280,000) | AID 1463; further: on the % scale 0 is the no-effect control and ±100 the full control effect; nearly all actives have a fitted effect of over 55% in size
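Human K18 P301L tau (15 uM unlabeled plus 0.24 uM Alexa 594-labeled, final) in 100 mM sodium acetate pH 7 was mixed with compound and 20 uM heparin and incubated 6 hr at 37 C.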
TR SRC2 fluor cs – Texas Red fluorescence interference in TRb-SRC2 counter-screen; TRb/SRC2 Texas Red total fluorescence interference; Potency, µM (series often up to 106 µM), for inactives: at the top dose fluorescence change, negative = quenching; actives 0.29% (n = 280,000); AID 1479; active means well fitted curve in either direction with a large enough effect; inconclusive means small, poorly fitted or top-dose-only effect; further: on the % scale 0 is the no-effect control and ±100 the full control effect
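Human TRβ ligand-binding domain (0.6 uM) and Texas Red SRC2 peptide (20 nM) in Tris buffer with 1 uM T3 and 5% DMSO were incubated with pinned compound for 5 hr at ambient temperature. Total fluorescence was computed as S + 2P (555/632 nm).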
RECQ1 inh – blocks DNA unwinding by human RECQ1; RECQ1 DNA unwinding, red fluorescence kinetic read; actives 0.54% (n = 240,000); Potency, µM (doses to about 57.3 µM), for inactives: at the top dose activity, negative = inhibition, usual class: inhibitors; AID 2549;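 further: plate controls were vehicle for no effect and no enzyme for full effect; nearly all actives have a fitted effect of over 30% in size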
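50 nM RECQ1T1 preincubated 15 min with compound in Tris pH 8.0 buffer with MgCl2, DTT, Tween-20 and 2.5 ug/ml poly(dI-dC); started with 200 nM TAMRA/BHQ-2 forked duplex and 2 mM ATP. Unwinding read as fluorescence (525/598 nm), two reads 2 h apart.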
TRb SRC2 PPI – inhibitors of human thyroid hormone receptor beta-SRC2 interaction; actives 0.065% (n = 280,000); TRbeta-SRC2 peptide binding, fluorescence polarization; receptor liganded with 1 µM T3; Potency, µM (titrated, usually from 106 µM), for the others: at the top dose activity change, negative = inhibition, actives largely listed as inhibitors;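 further: plate controls were bound peptide for no effect and peptide without receptor for full effect; nearly all actives have a fitted effect of over 50% in size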
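Fluorescence polarization of 20 nM Texas Red SRC2 peptide with 0.6 uM human TRb ligand-binding domain, in Tris buffer with 1uM T3 and 5% DMSO. Incubated 5 hr ambient; normalized to unbound and bound controls.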
Tau fibril ThT – inhibitors of human tau fibril formation, thioflavin T binding | P10636 | recombinant tau K18 P301L (four-repeat tau fragment), heparin-induced fibrillization, ThT fluorescence | Potency, µM (titrated, usually from 57.4 µM), without a hit: at the highest dose activity, negative = inhibition, hits mostly inhibitors | actives 2.1% (n = 270,000) | AID 1460; further: on the % scale 0 is the no-effect control and ±100 the full control effect; nearly all actives have a fitted effect of over 55% in size
Target sequence (P10636 561-689 P618L limits assumed): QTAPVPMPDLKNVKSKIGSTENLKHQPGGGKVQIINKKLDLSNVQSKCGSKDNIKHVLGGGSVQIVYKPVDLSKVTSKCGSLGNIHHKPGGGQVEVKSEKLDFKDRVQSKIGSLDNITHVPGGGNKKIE
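Tau K18 P301L fragment (15 uM unlabeled plus 0.24 uM Alexa 594-labeled) in 100 mM sodium acetate pH 7 with compound, fibrillization induced by 20 uM heparin for 6 hr at 37 C. Thioflavin T (30 uM) added, fluorescence read after 1 hr (ex 450, em 510 nm).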
L3MBTL1 block – inhibitors of human L3MBTL1; Q9Y468; AlphaScreen L3MBTL1–H3K9me1 peptide binding; Potency, µM (highest dose often 57.1 µM), for the others: at the top dose activity, negative = inhibition, usual class: inhibitors; actives 0.66% (n = 230,000); AID 485360; further: on the % scale 0 is the no-effect control and ±100 the full control effect; nearly all actives have a fitted effect of over 60% in size
Target sequence (Q9Y468 whole entry, looked up): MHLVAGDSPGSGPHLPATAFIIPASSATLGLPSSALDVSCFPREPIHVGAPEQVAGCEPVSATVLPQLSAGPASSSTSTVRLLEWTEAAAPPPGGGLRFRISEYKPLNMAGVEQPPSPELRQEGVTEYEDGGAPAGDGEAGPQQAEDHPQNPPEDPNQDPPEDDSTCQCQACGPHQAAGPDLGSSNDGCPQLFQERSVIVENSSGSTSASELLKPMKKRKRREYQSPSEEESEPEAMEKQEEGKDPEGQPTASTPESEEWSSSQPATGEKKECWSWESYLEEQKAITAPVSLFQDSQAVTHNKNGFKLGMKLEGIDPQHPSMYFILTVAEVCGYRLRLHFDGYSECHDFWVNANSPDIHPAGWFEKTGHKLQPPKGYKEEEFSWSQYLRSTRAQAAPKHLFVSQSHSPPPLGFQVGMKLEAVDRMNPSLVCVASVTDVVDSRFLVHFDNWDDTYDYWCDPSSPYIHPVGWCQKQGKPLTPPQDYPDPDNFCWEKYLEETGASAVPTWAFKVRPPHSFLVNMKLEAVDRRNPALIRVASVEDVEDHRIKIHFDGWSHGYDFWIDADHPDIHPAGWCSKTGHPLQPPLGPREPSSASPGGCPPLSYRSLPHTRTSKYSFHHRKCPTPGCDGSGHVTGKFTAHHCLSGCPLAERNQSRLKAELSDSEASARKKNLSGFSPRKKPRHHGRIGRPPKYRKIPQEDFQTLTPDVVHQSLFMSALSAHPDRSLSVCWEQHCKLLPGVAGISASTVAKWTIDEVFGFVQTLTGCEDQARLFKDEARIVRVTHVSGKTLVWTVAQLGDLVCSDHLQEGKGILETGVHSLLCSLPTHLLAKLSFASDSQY
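L3MBTL1 (50 nM) pre-complexed 30 min with biotinylated H3(1-15)K9me1 peptide (75 nM), then compounds added for 30 min at room temperature; AlphaScreen streptavidin donor/nickel chelate acceptor beads (10 ug/mL final) read after 30 min dark incubation.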
Tau FP inhib – blocks human tau fibril formation measured by polarization; P10636; K18 P301L tau heparin fibrillization, Alexa594 FP, 6 h; Potency, µM (highest dose often 57.7 µM), for the others: at the highest dose activity, negative = inhibition, actives largely listed as inhibitors; actives 0.39% (n = 280,000); AID 1468; further: on the % scale 0 is the no-effect control and ±100 the full control effect; nearly all actives have a fitted effect of over 55% in size
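Quantitative HTS format: compounds meet 15 uM recombinant K18 P301L tau and Alexa 594-tau tracer in 100 mM sodium acetate pH 7; 20 uM heparin triggers fibrillization at 37 C over 6 hr; FP gives the signal.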
The depositor's hits bear a star; i = inactive; ? = inconclusive; · = no result given; [ ] = another dose, or the depositor's remark. Unless noted, the call rests on the fitted dose curve; in most records, active means well fitted curve in the direction sought with a large enough effect; inconclusive means small, poorly fitted or top-dose-only effect, or another doubt; inactive means no such curve, though single readings can be large; an effect the other way counts as inactive or inconclusive. Potency means the concentration at half of the fitted maximal effect. Some of the compounds tested, so the mix of outcomes need not match the whole.

SMILES | HTT cytoprotect | Tau fluor counter | TR SRC2 fluor cs | RECQ1 inh | TRb SRC2 PPI | Tau fibril ThT | L3MBTL1 block | Tau FP inhib
Cc1ccc(CN2CCN(/N=C\c3cccc([N+](=O)[O-])c3)CC2)cc1 | ? | -27.8% | -1.3% | ? | 3.8% | -17.6% | ? | -0.6%
Cc1ccc2c(c1)N(CC(=O)NCCc1ccc(Cl)cc1)C(=O)c1cccnc1O2 | · | -13.9% | 6.6% | · | -1.2% | -1.8% | 4.4% | -5.1%
C=C(C)Cn1c(C)cc(C)c(S(=O)(=O)c2ccc(C)cc2)c1=O | -36.8%[inhibitor] | -9.1% | -0.5% | -5.1% | -4.1% | -7.3% | 54.6%[activator] | 1.2%
CN(CC(=O)NCCc1ccccc1)S(=O)(=O)c1cccc2nsnc12 | · | 7.2% | -1.2% | -18.5% | 4.7% | 4.1% | -0.3% | 4.7%
O=C(c1ccco1)N1CCN(S(=O)(=O)/C=C/c2ccccc2)CC1 | -12.1% | -4.1% | -4.0% | -8.6% | 0.3% | -2.6% | -4.3% | -5.7%
Cc1cc(C)nc(Sc2ccc(/C=C(\C#N)C(=O)Nc3ccccc3)o2)n1 | 15.2% | -24.1% | 0.0% | 1.6% | -0.1% | ? | · | -10.6%
Cc1ccc(N=Nc2c(N)nn3c(C)cc(C)nc23)cc1 | 37.5%[10 µM] | -14.2% | -7.8% | -12.7% | -8.3% | ? | -7.0% | 0.3%
COc1cc(C(=O)Nc2ccc(-n3c(C)nc4ccccc4c3=O)cc2)cc(OC)c1OC | · | -9.0% | -1.1% | · | -12.6% | -10.1% | · | -13.1%
COC(=O)c1onc(-c2ccccc2)c1C(=O)OC | -0.4% | 1.8% | -2.2% | i | 10.0% | 0.6% | 1.2% | -3.5%
CCOc1ccccc1NC(=O)CN1C(=O)COc2ccc(S(=O)(=O)Nc3ccccc3)cc21 | · | ? | -0.4% | · | 0.8% | ? | · | -5.4%
CCOC(=O)c1c(CN2CCN(Cc3ccccc3)CC2)n(C)c2cc(Br)c(OC)cc12 | -2.9%[10 µM] | -18.1% | 1.0% | -1.7% | 6.0% | -17.0% | · | -8.5%
COc1ccc(NC(C)=O)cc1NC(=O)CN1CCN(c2ccc(F)cc2)CC1 | · | -9.3% | -0.8% | · | -5.7% | -3.8% | · | -1.6%
Cc1ccc(NC(=O)CSc2nc(C)cc(C)c2C(=O)Nc2cccc(C)c2)cc1 | · | -8.4% | 2.4% | · | -0.8% | 5.2% | · | -14.5%
CN(C)/C=C/C(=O)c1cccc([N+](=O)[O-])c1 | -19.5% | -17.3% | 1.7% | -1.6% | -8.1% | ? | · | -11.9%
COc1cc(O)c(C(=O)/C=C/c2ccc(O)c(OC)c2)c(OC)c1 | 27.9% | -28.5% | -1.8% | -17.4% | -7.4% | 1.78µM* | · | 0.6%
CCOc1cc(N2CCOCC2)c(OCC)cc1NC(=O)CC12CC3CC(CC(C3)C1)C2 | 6.0% | 4.9% | -0.7% | -3.1% | 4.4% | 4.1% | · | 0.8%
Cc1ccc(/C=N/NC(=O)c2cccs2)o1 | 16.0%[10 µM] | 4.9% | -6.1% | -3.4% | 0.9% | -2.7% | 0.7% | -1.4%
O=C(O)CCCn1cc(NC(=O)c2c(F)cccc2F)cn1 | -34.7% | -10.5% | -2.5% | i | 5.0% | -11.9% | -3.3% | -3.5%
N=c1c2c(n(Cc3cccc(Cl)c3)c3c1CCC3)CCCC2 | -43.1%[10 µM] | 0.5% | -1.3% | -1.9% | 1.5% | -3.0% | 4.0% | -1.1%
O=C(Nc1ccc(S(=O)(=O)N2CCCCC2c2cccnc2)cc1)c1ccc(Br)cc1 (centres undefined) | · | ? | -2.8% | · | -2.5% | 5.3% | · | ?
O=C(Nc1nc(-c2ccccc2)cs1)c1cccc([N+](=O)[O-])c1C(=O)O | -15.0%[10 µM] | 2.0% | -0.8% | i | -1.4% | -5.5% | -5.8% | 8.4%
CCC(=O)c1cc2c(C)cc(=O)oc2c(C)c1O | -14.0% | -3.4% | -6.4% | i | 3.0% | 1.2% | -3.9% | ?
COc1ccc(OC)c(CN2CCN(c3ccccc3OC)CC2)c1 | 0.5%[10 µM] | -7.9% | -1.7% | i | 1.8% | -8.0% | -1.2% | -7.3%
O=c1[nH]c2cc3c(cc2cc1CN(Cc1ccc2c(c1)OCO2)Cc1nnnn1CC1CCCO1)OCO3 (centres undefined) | -26.3% | -11.4% | -2.8% | 3.0% | -11.8% | -7.6% | 3.6% | -2.7%
Cc1nn(CC(=O)Nc2ccccc2F)c(=O)c2c(C)n(-c3ccc(Cl)cc3)nc12 | · | -14.0% | -2.6% | · | 2.4% | -7.7% | · | -13.8%

Record cards (already shown). Values in the order: HTT cytoprotect | Tau fluor counter | TR SRC2 fluor cs | RECQ1 inh | TRb SRC2 PPI | Tau fibril ThT | L3MBTL1 block | Tau FP inhib
COc1ccc(NC(C)=O)cc1NC(=O)CN1CCN(c2ccc(F)cc2)CC1 is entered as · | -9.3% | -0.8% | · | -5.7% | -3.8% | · | -1.6%
Cc1ccc(CN2CCN(/N=C\c3cccc([N+](=O)[O-])c3)CC2)cc1 is entered as ? | -27.8% | -1.3% | ? | 3.8% | -17.6% | ? | -0.6%
CCOc1cc(N2CCOCC2)c(OCC)cc1NC(=O)CC12CC3CC(CC(C3)C1)C2 is entered as 6.0% | 4.9% | -0.7% | -3.1% | 4.4% | 4.1% | · | 0.8%

More results follow:
SMILES | HTT cytoprotect | Tau fluor counter | TR SRC2 fluor cs | RECQ1 inh | TRb SRC2 PPI | Tau fibril ThT | L3MBTL1 block | Tau FP inhib
Oc1c(C(c2ccc(Cl)cc2Cl)N2CCOCC2)sc2nc(-c3ccco3)nn12 (centres undefined) | · | -15.1% | 0.0% | · | 1.1% | -11.3% | · | 2.0%
Cc1ccc(C)c(C(=O)C(C)OC(=O)c2cccn2C)c1 (centres undefined) | -0.6%[10 µM] | -12.2% | -3.8% | i | 2.1% | 0.0% | -5.6% | -2.7%
O=C1OC(N2CCN(C/C=C/c3ccccc3)CC2)c2ccccc21 (centres undefined) | 10.4% | -3.8% | -0.2% | -0.1% | 3.0% | -2.3% | 1.0% | 1.7%
Cc1ccc(C)c(NC(=O)CSc2nnc(Cc3cccn3C)n2-c2ccc(F)cc2)c1 | -10.3% | -14.4% | -0.4% | -3.4% | 2.6% | -10.3% | ? | -2.0%
CCOC(=O)c1cc(-c2ccccc2)n(CC(=O)NC2CCC(C)CC2)c1C (centres undefined) | · | -5.6% | 1.6% | · | -4.5% | 2.3% | · | -2.0%
Cc1c(NC(=O)COC(=O)c2c3c(nc4ccccc24)CCCC3)c(=O)n(-c2ccccc2)n1C | ? | 4.0% | -5.5% | -2.6% | 5.7% | 1.8% | 5.4% | -1.1%
CON/C=C(\C=Nc1ccc(Cl)cc1)c1ncc(C(F)(F)F)cc1Cl | -2.5%[10 µM] | -0.4% | -2.6% | 3.4% | 2.7% | -5.9% | -1.3% | 1.3%
Cc1ccc(C2=NCN(c3ccc(C(=O)O)cc3)C(=S)N2)cc1 | · | 1.8% | -1.6% | -2.3% | -8.8% | -10.1% | 5.8% | 1.8%
CCc1ccc2oc(C(=O)Nc3c(C)n(C)n(-c4ccccc4)c3=O)cc(=O)c2c1 | · | -10.8% | ? | · | -9.2% | -6.6% | · | -11.4%
COc1ccc(/C=C\c2onc(C)c2S(=O)(=O)N2CCC(C(=O)Nc3ccc(Cl)cc3)CC2)cc1 | · | -25.2% | -0.5% | · | -6.0% | -0.6% | · | ?
O=C(Nc1ccccc1C(F)(F)F)Nc1c[nH]c(=O)[nH]c1=O | · | 2.2% | -0.2% | · | -8.4% | 8.5% | · | 4.5%
CCOc1ccccc1CNc1ncnc2onc(-c3ccc(F)cc3)c12 | · | -16.8% | -3.1% | · | -0.2% | -3.5% | · | -5.8%
CCOC(=O)CN(C(=O)CSc1nnc(CNc2ccc(F)cc2)n1C)c1ccccc1 | -20.0% | -10.9% | -4.9% | -5.1% | -6.8% | -8.2% | · | 8.5%
O=c1[nH]c(CN2CCN(Cc3ccccc3)CC2)nc2scc(-c3ccccc3)c12 | -4.5%[10 µM] | 6.0% | 1.7% | -2.3% | 6.8% | · | · | 8.1%
Cc1ccc(C(=O)N2C(=O)c3cccc(N)c3C2=O)o1 | 11.5%[10 µM] | -1.9% | -5.3% | -4.4% | -4.0% | -4.6% | 8.0% | -0.6%
CCC(C)NC(=O)Cn1nc([N+](=O)[O-])c(Cl)c1C (centres undefined) | -22.4%[10 µM] | -5.8% | -3.8% | -4.8% | 2.9% | -7.9% | 1.1% | -4.3%
N#C/C(=C(/O)CCl)c1nc(-c2ccccc2)cs1 | 5.8%[10 µM] | ? | -2.6% | -2.1% | -1.1% | ? | -11.5% | 0.9%
Cc1cccc2cc(CN(C(=O)c3cccs3)c3ccccc3)c(=O)[nH]c12 | 5.0%[10 µM] | -1.1% | -2.2%[53 µM] | -2.3% | -2.2%[53 µM] | 0.1% | 1.4% | 2.6%
CCn1cc(Cl)c(C(=O)NNC(=O)CCn2cc([N+](=O)[O-])cn2)n1 | · | 3.9% | -0.1% | -2.1% | -3.2% | -4.0% | 1.9% | 5.1%
Cc1ccc(S(=O)(=O)N2CCCc3cc(NS(=O)(=O)c4ccccc4)ccc32)cc1 | · | ? | -1.4% | · | -11.7% | 4.7% | · | ?
CN(C)/C=C(/C(=O)c1ccc(F)cc1)S(=O)(=O)c1ccc(F)cc1 | -5.0%[10 µM] | 0.5% | -1.0% | i | -1.8% | 0.3% | 6.6% | 4.4%
O=C(Cn1ncc(Cl)c(Cl)c1=O)NCC1CCCCC1 | · | -9.8% | -7.4% | ? | -11.3% | ? | -15.5% | ?
COC(=O)c1ccc(CSc2nc3c(cnn3-c3ccc(Cl)cc3)c(=O)[nH]2)o1 | -4.6% | -20.0% | -1.6% | -0.5% | 3.9% | -4.0% | 12.4% | -4.6%

Screening data as filed in PubChem.
